Screens: PubChem, NMMLSC
Myeloid diff 2: myeloid differentiation induction. 1% of 360,000 active. AID 624256. calls only at 10 µM. ER-HoxA9 myeloid progenitors, lysozyme-GFP differentiation, flow cytometry;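 active = normalized GFP-positive differentiation at or above the plate's own cutoff, the solvent-only control mean plus 3 SD; inconclusive = no clear call, values can overlap the other calls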;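 also: cells exposed to compound for four days before flow analysis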
Myeloid diff 2 GFP+ MAC1+ %: recorded beside Myeloid diff 2, whose call it bears; GFP+ MAC1+ double positive, %; measured here: differentiation confirmed by MAC1 staining
Starred values were filed as active, the others as inactive; i = inactive; ? = inconclusive; nt = not tested or not shown; + = active, no number. This is a subset; rates above refer to the full screens.

The opening 15 compounds as a preview:
SMILES	Myeloid diff 2	Myeloid diff 2 GFP+ MAC1+ %
Cc1cc(C)n2nc(C(=O)OCC(=O)Nc3cc(S(=O)(=O)N4CCOCC4)ccc3Cl)nc2n1	i	1.6
O=C(NC(c1ccccc1)c1ccc2ccccc2n1)C1CCN(Cc2ccc(Oc3ccccc3)cc2)CC1 (configuration not stated)	i	0.4
CN(C)CCN1CCN(C2CN(Cc3cn(Cc4ccccc4C(F)(F)F)nn3)S(=O)(=O)C2)CC1 (configuration not stated)	i	1.8
CCCCOc1ccc(C(=O)NCC(=O)N2CC(C)OC(C)C2)cc1 (configuration not stated)	i	0.4
O=CNc1cc(-c2ccoc2)cn2c(-c3ccc(F)cc3)cnc12	i	0.7
O=C(C1CN(C(=O)c2cc3ccccc3o2)c2ccccc2O1)N1CCCCC1 (configuration not stated)	i	0.3
COc1ccccc1-c1cccc([C@@H]2C[C@H]3[C@@H](CN2)CON3C)c1	i	0.2
O=S(=O)(c1cccc2ccccc12)N1CCC2CC1c1cc(-c3ccc4c(c3)OCO4)ccc12 (configuration not stated)	i	0.4
CCOC(=O)[C@H]1[C@H]2COc3ccccc3[C@@H]2N2C(=O)c3cc(F)c(F)cc3NC(=O)[C@@]12C	i	2.1
Cn1[nH]cc(C=NC(N)=O)c1=O	i	1.5
CCN1C[C@@H]2[C@@H]3C(=O)N(C)C(=O)[C@@H]3[C@](C)(C(=O)OC)N2C1=NC	i	0.2
C=CCOc1ccc(C2NC(=O)c3ccccc3O2)cc1OC (configuration not stated)	i	1.2
Cc1nc2c(O)c3c(c(O)c2nc1C)C1C=CC3CC1	?	nt
O=C1c2ccccc2C(c2nnnn2-c2ccc3c(c2)OCCO3)N1Cc1ccc(F)cc1 (configuration not stated)	i	1.1
CCOC(=O)[C@]12CCC=C1N(Cc1ccccc1)C(=O)[C@H](CC(=O)NCCc1ccccc1OC)C2	i	0.7

The whole of this part, repeating the preview:
SMILES	Myeloid diff 2	Myeloid diff 2 GFP+ MAC1+ %
Cc1cc(C)n2nc(C(=O)OCC(=O)Nc3cc(S(=O)(=O)N4CCOCC4)ccc3Cl)nc2n1	i	1.6
O=C(NC(c1ccccc1)c1ccc2ccccc2n1)C1CCN(Cc2ccc(Oc3ccccc3)cc2)CC1 (configuration not stated)	i	0.4
CN(C)CCN1CCN(C2CN(Cc3cn(Cc4ccccc4C(F)(F)F)nn3)S(=O)(=O)C2)CC1 (configuration not stated)	i	1.8
CCCCOc1ccc(C(=O)NCC(=O)N2CC(C)OC(C)C2)cc1 (configuration not stated)	i	0.4
O=CNc1cc(-c2ccoc2)cn2c(-c3ccc(F)cc3)cnc12	i	0.7
O=C(C1CN(C(=O)c2cc3ccccc3o2)c2ccccc2O1)N1CCCCC1 (configuration not stated)	i	0.3
COc1ccccc1-c1cccc([C@@H]2C[C@H]3[C@@H](CN2)CON3C)c1	i	0.2
O=S(=O)(c1cccc2ccccc12)N1CCC2CC1c1cc(-c3ccc4c(c3)OCO4)ccc12 (configuration not stated)	i	0.4
CCOC(=O)[C@H]1[C@H]2COc3ccccc3[C@@H]2N2C(=O)c3cc(F)c(F)cc3NC(=O)[C@@]12C	i	2.1
Cn1[nH]cc(C=NC(N)=O)c1=O	i	1.5
CCN1C[C@@H]2[C@@H]3C(=O)N(C)C(=O)[C@@H]3[C@](C)(C(=O)OC)N2C1=NC	i	0.2
C=CCOc1ccc(C2NC(=O)c3ccccc3O2)cc1OC (configuration not stated)	i	1.2
Cc1nc2c(O)c3c(c(O)c2nc1C)C1C=CC3CC1	?	nt
O=C1c2ccccc2C(c2nnnn2-c2ccc3c(c2)OCCO3)N1Cc1ccc(F)cc1 (configuration not stated)	i	1.1
CCOC(=O)[C@]12CCC=C1N(Cc1ccccc1)C(=O)[C@H](CC(=O)NCCc1ccccc1OC)C2	i	0.7
Cc1ccccc1S(=O)(=O)N(C)C[C@H]1OCc2cn(nn2)CCCC(=O)N([C@@H](C)CO)C[C@@H]1C	i	1.0
Cc1cn([C@H]2C[C@H](O)[C@@H](CNCc3ccc4ncccc4c3)O2)c(=O)[nH]c1=O	i	1.2
F[B-](F)(F)c1cc2ccccc2s1	i	0.6
Clc1cccc(Cc2c(-c3ccccc3)nc3c4ccccc4ccn23)c1	i	0.5
C[C@H](O)[C@@H]1C(=O)N2CCc3c([nH]c4ccccc34)[C@@H]2C[C@@H]1N(C)C(=O)Nc1cccc2ccccc12	i	0.7
Cn1c(=O)c2cc(NC(=O)Nc3cccnc3)ccc2n1-c1ccc(C(C)(C)C)cc1	i	0.8
CN(C(=O)c1cccc(NC(=O)Cc2ccc(NC(=O)C3CCN(S(=O)(=O)c4cccc([N+](=O)[O-])c4)CC3)cc2)c1)C1CC1	i	0.0
CCN(CC)C(=O)C1=C(C)N(CCCOC)C(=O)C(CC(=O)NCc2cccs2)C1 (configuration not stated)	i	0.5
CCCC(=O)N1CCC1(C)C(=O)NS(=O)(=O)c1ccc(OC)cc1 (configuration not stated)	i	0.8
Cc1c(C(=O)N(C)Cc2ccc(F)cc2)sc(=O)n1Cc1ccc(Cl)c(Cl)c1	i	2.1
CC1CCc2[nH]c3ccc(C(=O)N(C)CC(=O)Nc4ccccc4Cl)cc3c2C1 (configuration not stated)	i	0.7
CCCCCCn1cc(CN2CC(N3CCN(CCN(C)C)CC3)CS2(=O)=O)nn1 (configuration not stated)	i	1.0
CC(C)C[C@@H]1O[C@H](CCc2ccccc2)Cc2[nH]c(=S)[nH]c(=O)c21	i	0.8
O=C1c2ccccc2C(c2nnnn2Cc2ccccc2)N1CCc1ccc(O)cc1 (configuration not stated)	i	1.5
Nc1c(Cl)cc(N=Nc2ccccc2)cc1Cl	i	0.7
CCCCNC(=O)C1(C)CCCCN1Cc1ccc(-c2ccccc2)cc1 (configuration not stated)	i	0.4
CC(C)Nc1nc(NCCOc2ccccc2Cl)c2sc(-c3ccccc3)cc2n1	i	1.3
O=C(NCc1ccccc1)c1ccc(C(=O)NCc2ccccc2)cc1	i	0.7
COc1ccc(-c2c(C#N)cnc(C)c2C)c(O)c1OC	i	0.3
COc1ccc(C2=Nc3ccccc3N(C(=O)c3ccc4c(c3)OCO4)C2C(=O)NCc2ccccc2)cc1 (configuration not stated)	i	3.9
CCCN(C)C[C@H]1OCc2cnnn2CCCC(=O)N([C@H](C)CO)C[C@@H]1C	i	0.8
CCc1ccc(OC2(C)CCN(Cc3ccc(SC)cc3)C2)cc1 (configuration not stated)	i	1.9
COC(=O)[C@@H](NS(=O)(=O)c1ccc(F)cc1Br)C(C)C	i	0.4
CCc1nc2ccc(C(=O)N3CCCCC3)cn2c1N(CCC(C)C)CCN(C)C	i	0.4
O=C(OCc1ccccc1)N1CCCCC1c1c(Cl)cccc1Br (configuration not stated)	i	0.7
O=C(NCC1CCCO1)c1cc(-c2ccncc2)nc2ccccc12 (configuration not stated)	i	1.2
O=C1Nc2ccccc2N=C(c2ccccc2)C1N(Cc1ccc(F)cc1)C(=O)c1cccnc1 (configuration not stated)	i	0.8
COc1ccc(S(=O)(=O)N2CCCOC2CNC(=O)C(=O)NCCO)cc1 (configuration not stated)	i	1.1
CCCCc1ccc(NC(=O)CN2C(=O)NC(Cc3ccccc3)C2=O)cc1 (configuration not stated)	i	0.9
CCCCn1c(N)c(N(CCOC)C(=O)c2oc3c(Cl)cccc3c2C)c(=O)[nH]c1=O	i	1.3
CC(C)CC(=O)Nc1ccc(C(=O)COC(=O)CN2C(=O)NC3(CCCCC3C)C2=O)cc1 (configuration not stated)	i	0.4
CN1CCCCC1(C)C(=O)NCc1cc(Cl)ccc1F (configuration not stated)	i	0.5
CCc1nc2c(OCC(=O)C(C)(C)C)cccn2c1N(C)C(=O)c1ccc(C)cc1	i	0.5
CC(=O)Nc1ccc(-c2ccnc3c2CC(C(=O)NC(C)C)O3)cc1 (configuration not stated)	i	0.5
C[C@H](CO)N1C[C@H](C)[C@H](CN(C)C(=O)N[C@H](C)c2ccccc2)OCc2ccccc2-c2c(n(C)c3ccccc23)C1=O	i	0.3
Cc1cccc(C(=O)N2CCC(C)(C(=O)NS(=O)(=O)C3CC3)C2)c1C (configuration not stated)	i	2.3
COc1ccc(Nc2c(CC(C)C)nc3nc(C)cc(C)n23)cc1	i	0.0
COc1ccc(S(=O)(=O)N(C)C[C@H]2Oc3ccc(NS(=O)(=O)c4cccs4)cc3C(=O)N([C@H](C)CO)C[C@@H]2C)cc1	+	13*
COc1ccc(C(=O)Nc2nc(C)cs2)cc1S(=O)(=O)N1CCOCC1	i	0.6
CCN(CC)C(=O)C1=C(C)N(CCCN2CCCC2=O)C(=O)C(CC(=O)NC2CC2)C1 (configuration not stated)	i	0.9
CC(C)(C)NC(=O)C(c1ccccc1)n1c(=O)c(-c2ccccc2)nc2ccccc21 (configuration not stated)	i	3.2
COc1ccc(CC(N)c2csc(NC(=O)NC(c3ccccc3)c3ccccc3)n2)cc1 (configuration not stated)	i	1.7
COc1cc(-c2coc3c(C(=O)NCc4ccc(N(C)C)cc4)cccc23)ccc1O	i	0.8
CCc1nc2ccc(C(=O)N3CCN(C(C)=O)CC3)cn2c1N(CC)C(C)=O	i	2.2
O=C(C[C@H]1CC[C@@H](NC(=O)Nc2ccc3c(c2)OCO3)[C@@H](CO)O1)NCc1ccccc1	i	1.4

Next section.
SMILES	Myeloid diff 2	Myeloid diff 2 GFP+ MAC1+ %
Cc1ccsc1C(=O)N1CCC1(C)C(=O)NCc1cccc2ccccc12 (configuration not stated)	i	0.8
Cc1noc(C)c1-c1ccc(C(=O)NCc2ccccc2)c2occc12	i	0.6
NC(=O)c1ccc(NC(=O)COC(=O)C23CC4CC(CC(C4)C2)C3)cc1	i	0.5
Nc1ccn([C@@H]2O[C@H](CNCc3cccc4c3sc3ccccc34)[C@@H](O)[C@H]2O)c(=O)n1	i	1.3
C=CCOc1c(Cl)cc(Cl)cc1S(=O)(=O)NCCO	i	0.5
Cc1ccc(-c2cnc(C(O)c3ccc(Cl)c(F)c3)[nH]2)cc1 (configuration not stated)	i	0.3
COCCc1ccc(OC2(C)CCN(Cc3cccn3-c3nccs3)C2)cc1 (configuration not stated)	i	1.3
O=C(Nc1ccccc1)c1cc(C2COCCN2C(=O)CCCc2ccccc2)on1 (configuration not stated)	i	0.5
Cc1cc(C(O)c2ncc(-c3ccccc3)[nH]2)ccc1F (configuration not stated)	i	0.9
Cc1ccc(S(=O)(=O)N2[C@H](CC(=O)c3cccc4ccccc34)OC[C@@H]2C)cc1	i	2.0
O=C1Nc2ccccc2N=C(c2ccc3c(c2)OCO3)C1N(CCc1ccccc1)C(=O)CSc1ncccn1 (configuration not stated)	i	1.4
OC[C@@H]1CN(Cc2ccc(F)cc2)C[C@H](n2cnc3c(NC4CC4)ncnc32)O1	i	0.8
CCN1CCN(c2ccc(S(=O)(=O)N3CCCCC3)cc2NC(=O)CCNC(C)=O)CC1	i	1.4
CCCC(=O)N1CCOCC1c1cc(C(=O)Nc2ccccc2)no1 (configuration not stated)	i	1.1
Cc1ccc([C@H]2N[C@]3(CCCN(CC4CCCCC4)C3=O)[C@H]3C(=O)N(Cc4ccccc4)C(=O)[C@@H]23)cc1	i	1.1
CC(=O)c1ccc(N2CCN(S(=O)(=O)c3ccc4c(c3)C(Cl)(Cl)C(=O)N4)CC2)cc1	i	0.6
Cc1nc(SCC(=O)NCC2COc3ccccc3O2)c2c(C)c(C)sc2n1 (configuration not stated)	i	1.3
CC(C)(C)OC(=O)N1CCC(C(=O)Nc2cccc(C(=O)NCCc3ccccc3)c2)CC1	i	0.5
CC(=O)c1ccccc1NC(=O)CN1C(=O)NC2(CCCCCCC2)C1=O	i	0.8
OCCNc1ncnc2c1ncn2[C@H]1CN(Cc2ccc(Cl)cc2)C[C@@H](CO)O1	i	1.1
COc1ccc(OCCN2CCC(C(=O)NC(c3ccc(OC)cc3)c3ccccn3)CC2)cc1 (configuration not stated)	i	1.0
COc1ccc(-c2c(C(=O)c3ccccc3)[nH]c(N)c2C(N)=O)cc1OC	i	1.1
COC(=O)[C@@]12C[C@@H](CC(=O)NCc3cccc(C(F)(F)F)c3)C(=O)N(CCc3ccc(OC)c(OC)c3)C1=CCC(C)(C)C2	i	2.1
Cc1cc(C(=O)N/N=C2\CCCC(=O)C2)c(C)o1	i	0.3
O=[N+]([O-])c1cc(-c2cccnc2)n[nH]1	i	0.7
NC(c1csc(NC(=O)Nc2ccccc2)n1)C1CCCCC1 (configuration not stated)	i	0.4
CC(C)(C)NC(=O)C(c1cccc2ccccc12)n1c(=O)c(-c2ccco2)nc2ccccc21 (configuration not stated)	i	3.2
COc1cc(C=CC(=O)N2CCN(CC(=O)N3CCCC3)CC2)cc(OC)c1OC	i	0.7
CCCNC(=O)c1cc(C2CCCN(C(=O)c3ccccc3)C2)on1 (configuration not stated)	i	0.4
COC(=O)c1ccc2nc3c(cc2c1)[C@@H]1CCN2C(=O)CCC[C@H](C3)[C@H]12	i	1.8
Cc1cc(C(=O)OC(C)C(=O)NC2CCCCC2C)c2ccccc2n1 (configuration not stated)	i	0.5
Cc1ccc2nc(COC(=O)c3cccnc3Cl)cc(=O)n2c1	i	0.5
O=C(OCc1cn([C@H]2C[C@H](c3ccc(Cl)cc3)N(CC3CCCCC3)C[C@@H]2O)nn1)c1ccccc1	i	0.5
Cc1ccc(OC(C)C(=O)Nc2cccc(S(=O)(=O)N3CCCCCC3)c2)cc1 (configuration not stated)	i	1.6
O=C(c1ccco1)N1CCN(C2CN(Cc3ccc([N+](=O)[O-])cc3)S(=O)(=O)C2)CC1 (configuration not stated)	i	0.5
COc1ncccc1C(=O)N1CCCC(C(=O)Nc2cccc(-c3ccc(F)cc3)c2)C1 (configuration not stated)	i	0.8
CNc1cncc(-c2ccc(F)c(F)c2)n1	i	0.7
CCOc1ccc(NC(=O)CN(C)C(=O)c2cc3c(s2)CCC3)cc1OCC	i	0.6
CC1(C(=O)NS(=O)(=O)C2CC2)CCCN(C(=O)c2cc3ccccc3s2)C1 (configuration not stated)	i	0.5
COc1ccc(C)cc1NC(=O)C1CC(=O)N(CCc2ccc(F)cc2)C1 (configuration not stated)	i	0.4
CC(C)(C)N1C(=O)c2ccccc2NC(=O)C1C(=O)NCCc1ccccc1 (configuration not stated)	i	1.2
